hIAP inh: blocks human intestinal alkaline phosphatase. P09923. purified IAP, CDP-Star luminescence, 30 min. inhibition, % at 10 µM. 330,000 compounds, 0.12% hits. AID 2544;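 active = inhibition reaching a set limit with compound at 10 µM in the primary screen, cut at about 35% in these data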;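 also: plate controls were DMSO wells with enzyme for no effect and no-enzyme buffer wells for full effect; values of inactives mirror those of a sister screen read the other way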
NALP3 yeast inh: NALP3 inhibition in yeast; Yeast reconstituted NLRP3/ASC/caspase-1, beta-gal luminescence, 24 h; inhibition, % at 10 µM; 330,000 compounds, 0.39% hits;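 active = inhibition of 50% or more; inactive = inhibition below 50%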;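 also: plate controls were induced DMSO wells for no effect and uninduced yeast grown without galactose for full effect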
APOBEC3G inh: inhibitors of human APOBEC3G DNA deaminase; Q9HC16; inhibition, % at 20 µM; recombinant A3G, ssDNA deamination FAM/TAMRA fluorescence; 330,000 compounds, 0.28% hits;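 active = inhibition of at least 40% at 20 µM, with no more than 30% in the related APOBEC3A deaminase screen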;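 also: plate controls were DMSO wells with A3G for no effect and wells lacking A3G enzyme for full effect; some compounds called inactive have numbers as strong as hits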
Target sequence (Q9HC16 whole entry, looked up): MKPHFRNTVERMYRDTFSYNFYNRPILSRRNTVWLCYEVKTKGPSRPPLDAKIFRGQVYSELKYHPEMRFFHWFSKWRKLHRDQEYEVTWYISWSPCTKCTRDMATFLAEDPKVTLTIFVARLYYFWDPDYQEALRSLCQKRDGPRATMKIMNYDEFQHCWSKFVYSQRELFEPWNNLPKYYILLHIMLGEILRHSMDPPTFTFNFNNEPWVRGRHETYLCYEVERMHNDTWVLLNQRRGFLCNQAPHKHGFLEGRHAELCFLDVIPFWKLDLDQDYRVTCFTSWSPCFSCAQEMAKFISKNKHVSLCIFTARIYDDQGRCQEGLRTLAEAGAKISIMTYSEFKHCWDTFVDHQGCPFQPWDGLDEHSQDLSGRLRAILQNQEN
mIAP act: mouse IAP activation | muIAP, CDP-Star luminescence, 30 min; active compounds read high; 1 = vehicle-only enzyme signal, 0 = enzyme-free wells | activation factor at 10 µM | 330,000 compounds, 0.24% hits;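 active = activation factor of at least 2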; also: the source names both 10 and 20 µM as test concentration; values of inactives mirror those of a sister screen read the other way
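Assay system: mouse IAP enzyme; reagent: chemiluminescent substrate CDP-Star; dosing: test compounds delivered from DMSO solution; schedule: 30 min at room temperature; measured by: luminescence from enzymatic CDP-Star hydrolysis; controls: DMSO-only wells and no-enzyme negative control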
TIM10 inh: growth inhibitors of TIM10 yeast strain; S. cerevisiae TIM10 strain growth, BacTiter-Glo luminescence, 24 h; AID 463195; inhibition, % at 10 µM; 330,000 compounds, 1.4% hits;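 active = inhibition of 40% or more at the single tested concentration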;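 also: wild-type TIM10 isogenic control strain grown at permissive 25 °C; 0% = DMSO yeast wells and 100% = minimal medium wells without yeast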
A3A deaminase: blocks human APOBEC3A ssDNA deamination; recombinant A3A, FAM/TAMRA ssDNA deamination fluorescence; inhibition, % at 20 µM; 330,000 compounds, 0.41% hits;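 active = at least 40% inhibition at 20 µM here, with at most 30% in a related deaminase screen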;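 also: plate controls were A3A with DMSO for no effect and wells lacking A3A enzyme for full effect; some results filed as inactive read as strong as hits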
Target sequence (P31941 whole entry, looked up): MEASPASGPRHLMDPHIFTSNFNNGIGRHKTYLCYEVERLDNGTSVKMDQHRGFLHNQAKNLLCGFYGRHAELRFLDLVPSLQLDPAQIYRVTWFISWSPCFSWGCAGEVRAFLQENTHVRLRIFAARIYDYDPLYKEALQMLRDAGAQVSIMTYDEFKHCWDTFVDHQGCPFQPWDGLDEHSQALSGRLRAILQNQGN
mIAP inh: blocks mouse intestinal alkaline phosphatase. purified mouse IAP, CDP-Star luminescence, 30 min. 330,000 compounds, 0.2% hits. inhibition, % at 10 µM;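 active = inhibition of at least 40% at 10 µM in the primary screen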;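 also: plate controls were DMSO with enzyme for no effect and no enzyme wells for full effect; values of inactives mirror those of a sister screen read the other way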
beta cell repl: induces beta-cell replication in MIN6 cells | proliferation, % at 10 µM | MIN6 cells proliferation, ATPlite luminescence, 48 h; cells starved in 0.2% serum; 100% = growth in 10% serum | 330,000 compounds, 0.29% hits;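 active = compounds whose signal lies at least 3.5 SD above the mean of all wells on their plate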;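 also: 0% = DMSO-treated cells in low-serum medium and 100% = 10% serum control; some compounds called inactive have numbers as strong as hits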
tim10-1 inh: inhibits growth of tim10-1 mutant yeast | 330,000 compounds, 2.2% hits | S. cerevisiae tim10-1 ts strain growth, BacTiter-Glo, 24 h | inhibition, % at 20 µM;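 active = inhibition of at least 40%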;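 also: mutant grown at 25 °C; 0% = DMSO wells with yeast and 100% = wells holding no yeast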
* hit, by the source's call.

SMILES	hIAP inh	NALP3 yeast inh	APOBEC3G inh	mIAP act	TIM10 inh	A3A deaminase	mIAP inh	beta cell repl	tim10-1 inh
COc1ccc(NC(=O)CSc2nc(C)cc(C)n2)c([N+](=O)[O-])c1	-28	20	-3	0.99	-24	-2	1	-2	7
COc1cccc2sc3cc(NCc4ccc(C)o4)ccc3c(=O)c12	-2	33	-2	1	22	1	-1	-6	-18
COc1ccc(-c2nc(CSCC(=O)NC3CCCC3)c(C)o2)cc1OC	-36	-8	-8	0.96	8	-6	4	-1	19
O=C1C2C3C=CC(CC3)C2C(=O)N1/N=C/c1ccccc1O (stereo not drawn)	-1	5	-4	1.2	-13	-4	-18	1	2
COC(=O)C1=C(C)N(CCc2ccccc2)C(=O)C1(NS(=O)(=O)c1ccc(NC(C)=O)cc1)C(F)(F)F (stereo not drawn)	-5	2	-4	1.1	1	-6	-9	-1	9
COc1ccccc1CNC(=O)c1ccncc1	-21	19	-6	1.2	-9	-5	-19	-3	8
O=C1CSc2ccc(C(=O)Nc3cccc(S(=O)(=O)Nc4ccc(Br)cc4)c3)cc2N1	8	6	49*	0.8	4	-4	20	-6	-9
C=CCCCOc1ccc(C(=O)O)cc1	-2	47	-6	0.89	8	4	11	-4	15
Cc1cccc(-c2noc(C3CCCCC3)n2)c1	-19	-13	-4	1	-10	-3	-4	-3	15
Cc1cc(C(=O)OCC(=O)NC2CCCC2)c2ccccc2n1	11	2	0	0.98	0	33	2	1	-3
O=C(O)CC/C(=C\c1ccccc1[N+](=O)[O-])c1nc2ccccc2s1	1	4	-2	0.98	4	3	2	-2	4
COc1ccc(COC(=O)C2CC(=O)N(Cc3ccccc3)C2)cc1 (stereo not drawn)	10	9	-2	1	7	-2	-2	2	30
Cc1cccc(C)c1NC(=O)Cn1nnc(-c2ccc(CN3CCC(C)CC3)cc2)n1	-2	8	-9	0.99	-7	-4	1	-3	3
CC(C)CN(C(=O)CN1CCN(c2ccc([N+](=O)[O-])cc2)CC1)c1c(N)n(CC(C)C)c(=O)[nH]c1=O	6	20	-8	0.95	2	8	5	-4	10
CC1CCCC(NC(=O)CSc2cccc[n+]2[O-])C1C (stereo not drawn)	0	9	-7	0.99	4	29	1	1	2
COc1ccccc1NC(=O)CSc1nc2ccccc2c(=O)n1C	-21	34	-1	1.1	-49	0	-14	-1	-12
O=[N+]([O-])c1cccnc1-n1cnc2ccccc21	9	12	-6	0.89	1	-5	11	2	5
CNc1nc(-c2ccccn2)nnc1-c1ccccc1	-12	7	0	0.99	11	0	1	-1	45*
Cn1nccc1C(=O)Nc1cccc(S(=O)(=O)N2CCOCC2)c1	-23	7	-9	1.1	-2	-1	-9	-3	-12
O=C(c1cnc2ccc3ccccc3c2c1)c1cc(F)ccc1O	1	9	-1	0.91	-20	1	9	-5	-12
CCOc1ccc2nc(N3CCCC(C(=O)NCC4CCCO4)C3)sc2c1 (stereo not drawn)	0	27	1	1	5	4	-1	-2	8
O=C1CCCC2=C1C1(CCCCC1)N=C(Nc1nc3ccccc3o1)N2	-8	11	-4	0.93	24	-3	7	-4	34
C/C(=N\O)c1cc(Cl)ccc1O	-12	-22	3	1.1	20	-2	-6	4	5
Fc1ccccc1CNc1ccc(Cl)cc1	-1	10	-2	0.96	5	0	4	0	-7
Cc1cc(C)n2nc(C(=O)OC(C)C(=O)c3cc(C)c(C)cc3C)nc2n1 (stereo not drawn)	-16	16	-11	1	5	-1	-4	-5	22

The list goes on (three carried over from the part before).
SMILES	hIAP inh	NALP3 yeast inh	APOBEC3G inh	mIAP act	TIM10 inh	A3A deaminase	mIAP inh	beta cell repl	tim10-1 inh
C/C(=N\O)c1cc(Cl)ccc1O	-12	-22	3	1.1	20	-2	-6	4	5
Fc1ccccc1CNc1ccc(Cl)cc1	-1	10	-2	0.96	5	0	4	0	-7
Cc1cc(C)n2nc(C(=O)OC(C)C(=O)c3cc(C)c(C)cc3C)nc2n1 (stereo not drawn)	-16	16	-11	1	5	-1	-4	-5	22
CCOC(=O)c1[nH]c(C)c(C(=O)OCc2c(C)noc2C)c1C	-20	15	-7	0.96	25	0	4	-3	8
CCOC(=O)N1CCC(NS(=O)(=O)c2ccc(NC(C)=O)c(Cl)c2)CC1	-1	-13	-10	1	9	-5	-3	3	6
COc1ccc(OC)c(S(=O)(=O)NCCCN2CCCC2=O)c1	-6	1	-4	0.99	-8	-1	1	-1	-27
CCCN1CCN(CCCNC(=O)CN2C(=O)C(CC)Oc3ccccc32)CC1 (stereo not drawn)	-7	16	-6	0.97	8	-3	3	2	21
CC(Cl)C(=O)NNC(=O)CNS(=O)(=O)c1ccccc1 (stereo not drawn)	-94	11	-6	0.78	2	0	22	-1	-6
Cc1cccc(NC(=O)COc2ccc(/C=C\c3[nH]c(=O)[nH]c(=O)c3[N+](=O)[O-])cc2)c1	17	21	-6	0.88	11	-2	12	-5	12
Cc1ccc2nc(C)cc(N3CCOCC3)c2c1	-2	9	7	1.1	-9	3	-6	5	-8
CN(C)C(=S)NC1(C)CCS(=O)(=O)C1 (stereo not drawn)	9	0	-10	1	-4	-5	-4	0	-13
O=C(Nc1ccc(S(=O)(=O)Nc2ccccn2)cc1)c1cccc(Br)c1	-40	8	-1	0.98	-7	-1	2	0	-3
O=C(Nc1cccc(S(=O)(=O)N2CCCCC2)c1)c1ccc2c(=O)n3c(nc2c1)CCCCC3	-2	4	-7	0.87	-2	-1	13	-2	1
O=C(NCC1CCCO1)/C(=C/c1ccc(Cl)cc1)NC(=O)c1ccccc1 (stereo not drawn)	-11	15	-3	1.2	-17	7	-16	-2	-2
COc1ccc(C(=O)Nc2ccc(NC(=O)c3ccco3)cc2)cc1	8	-4	-4	1	16	-2	0	8	-37
Cc1ccccc1N1CCN(C(=O)CCN2C(=O)c3ccccc3C2=O)CC1	-8	18	-7	1.1	24	-3	-5	-2	16
CCN(C(=O)c1cc2ccccc2o1)C12CC3CC(CC(C3)C1)C2	4	21	-7	1.1	-7	3	-10	-5	-5
COc1ccc(Cl)cc1S(=O)(=O)N1CCCC(C(=O)N2CCCC2)C1 (stereo not drawn)	-16	16	-3	0.99	-1	-6	1	-3	-3
CCOC(=O)Cc1csc(SC(C)C(=O)Nc2ccc(NC(C)=O)cc2)n1 (stereo not drawn)	-7	3	-7	0.86	10	-3	14	1	8
COc1ccccc1NC(=O)c1cc(S(=O)(=O)N2CCCCCC2)ccc1F	21	2	4	0.96	9	0	4	-2	12
N#C/C(=C\c1ccncc1)c1nc2ccccc2o1	-30	5	-1	0.95	42*	2	5	1	56*
CCCCN(C(=O)Cc1ccc(S(=O)(=O)N2CCOCC2)s1)c1ccccc1	4	13	-6	1	17	-1	-2	3	20
O=S(=O)(NCC(c1ccco1)N1CCN(c2ccccc2F)CC1)c1ccccc1 (stereo not drawn)	2	9	0	0.99	0	2	1	-3	10
CC(C)CCN1CCN(CCCn2cccn2)CC1CCO (stereo not drawn)	6	5	-7	0.95	-4	-4	4	3	1
O=C1OC(C(=O)O)Cc2ccccc21 (stereo not drawn)	-11	-8	-8	1.1	13	-2	-8	1	14
C/C(=N\NC(=S)Nc1c(C)cccc1C)c1ccc(OC(F)F)cc1	-12	15	-8	0.94	32	-5	6	-5	43*
Cc1ccc(/C=N/c2sc3c(c2C#N)CCC3)s1	3	28	-4	0.94	-13	0	6	-4	9
S=C(NC1CC1)N1CCc2ccccc2C1	12	17	-1	1	-1	0	-2	2	6
Going on with the list:
SMILES	hIAP inh	NALP3 yeast inh	APOBEC3G inh	mIAP act	TIM10 inh	A3A deaminase	mIAP inh	beta cell repl	tim10-1 inh
NC(=O)NC(=O)C(c1ccccc1)N1CCN(S(=O)(=O)c2ccc(Br)s2)CC1 (stereo not drawn)	-20	11	-10	1.2	6	-2	-20	-1	17
Nc1nonc1-c1noc(N2CCOCC2)n1	-20	5	-5	1	-5	-2	-4	-1	-19
Cc1ccc(S(=O)(=O)Nc2ccc3nc(N)sc3c2)cc1	-6	-1	-7	1.1	7	-3	-7	-4	23
Cc1cccn2c(/C=N/OCc3ccc(F)cc3)c(-c3ccc(Cl)cc3)nc12	-2	24	-3	0.97	14	0	3	-3	19
CC(NC(=O)Cc1ccccc1)c1ccccc1 (stereo not drawn)	7	0	2	1	9	-1	-2	-1	-3
O=C(Nc1ccc(C(=O)N2CCOCC2)cc1)Nc1cccc(Cl)c1	-4	-2	-8	1.5	0	-1	-55	-4	8
CCCCOC(=O)Nc1cc(OC)c(Cl)cc1OC	0	-1	-7	1.1	7	-2	-8	-4	17
O=C(c1ccc(-c2cccc([N+](=O)[O-])c2)o1)N1CCN(c2ccc([N+](=O)[O-])cc2)CC1	-2	21	-5	0.9	5	1	10	0	22
O=C(Cn1nc(-c2ccccc2F)ccc1=O)NCc1ccc2c(c1)OCO2	20	-5	-6	0.92	-9	0	8	2	11
Cc1ccc(NC(=O)CSCC(=O)Nc2cc(Cl)ccc2N2CCOCC2)cc1	8	-14	-13	0.96	11	2	4	-2	10
COc1cc(/C=C2/C(=O)N(c3ccc(Br)cc3)N=C2C)cc([N+](=O)[O-])c1O	38*	-45	-8	0.92	24	-4	8	0	15
Cc1nc2ccc(NC(=O)c3ccc(Cl)c(S(=O)(=O)N(C)c4ccccc4)c3)cc2s1	9	2	-6	0.96	8	3	4	-6	-2
COc1ccc(CNC(=O)c2ccc3c(c2)N(C)C(=O)CS3=O)cc1 (stereo not drawn)	19	7	-7	0.89	-8	0	11	-2	0
COc1ccc(COC(=O)C2=C(C)NC(=O)NC2c2cc(Br)c(O)c(OC)c2)cc1 (stereo not drawn)	6	23	-3	1	4	-3	0	2	8
Cc1cccc(NC(=O)CCCN2C(=O)C(c3ccccc3)Oc3cccnc32)c1C (stereo not drawn)	-13	9	-8	1.1	0	-8	-8	1	2
COc1ccc(Cl)cc1C(=O)Nc1ccc(NC(C)=O)cc1	3	8	3	1	5	4	-3	5	8
Cc1ccc(S(=O)(=O)N2CCOCC2)cc1NC(=O)COC(=O)Cc1ccc(Cl)cc1	-21	5	-7	1	3	-3	0	-2	11
CCCCOc1ccc(CNC(=O)NS(=O)(=O)c2ccc(OCC)cc2)cc1	12	8	-3	0.92	17	-2	8	-2	10
O=C(NCC1CCCO1)c1cc2c(s1)CCCC2 (stereo not drawn)	-8	18	1	0.99	10	6	1	-2	-4
O=C(CC(=O)NCc1cccnc1)NCc1cccnc1	5	8	-8	0.96	-7	-6	4	-2	-13
CCN1CCN(c2cc(C)c3cc(NC(=S)N4CCC5(CC4)OCCO5)ccc3n2)CC1	2	7	-5	1	8	-1	-1	-2	-10
O=[N+]([O-])c1ccc(Cl)c(C[n+]2cccc3ccccc32)c1	-6	18	-7	1.1	-15	-4	-6	1	-9
Cc1ccnc(NS(=O)(=O)c2ccc(NC(=O)CN3C(=O)c4ccccc4S3(=O)=O)cc2)n1	-1	-2	-9	0.97	4	-3	3	4	5
CSCCC(NC(=O)c1ccccc1)C(=O)N1CCCCCCC1 (stereo not drawn)	-1	15	-7	1	2	-4	-2	5	5
COc1cccc(-n2c(C)nn(CCOc3ccccc3)c2=O)c1	0	6	-2	0.85	-12	2	15	-5	6
O=C(CCN1CCN(c2ccccc2F)CC1)Nc1ccc(F)cc1	9	26	-7	1.1	-7	-4	-6	5	-5
O=C(Nc1ccccc1[N+](=O)[O-])c1nc[nH]c1C(=O)NCCO	-9	11	3	0.63	18	7	37	3	12

Bioassay records from PubChem.
